Assay outcomes deposited in PubChem BioAssay by several laboratories.
TRPML3 agonist: human TRPML3 channel agonists, primary screen, cell-based, HEK293 TRPML3-YFP, Fluo-8 calcium fluorescence, 3 µM. Mucolipin-3 (Homo sapiens), Q8TDD5. 100% = the carbachol control signal. activation, % at 3 µM. 220,000 compounds, 0.29% hits;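 active means activation above its plate's cutoff, the mean activation of the plate's test wells plus 3 SD, cut at about 12% in these data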;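 further: 0% = DMSO only wells and 100% = carbachol wells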
Target sequence (Q8TDD5 whole entry, looked up): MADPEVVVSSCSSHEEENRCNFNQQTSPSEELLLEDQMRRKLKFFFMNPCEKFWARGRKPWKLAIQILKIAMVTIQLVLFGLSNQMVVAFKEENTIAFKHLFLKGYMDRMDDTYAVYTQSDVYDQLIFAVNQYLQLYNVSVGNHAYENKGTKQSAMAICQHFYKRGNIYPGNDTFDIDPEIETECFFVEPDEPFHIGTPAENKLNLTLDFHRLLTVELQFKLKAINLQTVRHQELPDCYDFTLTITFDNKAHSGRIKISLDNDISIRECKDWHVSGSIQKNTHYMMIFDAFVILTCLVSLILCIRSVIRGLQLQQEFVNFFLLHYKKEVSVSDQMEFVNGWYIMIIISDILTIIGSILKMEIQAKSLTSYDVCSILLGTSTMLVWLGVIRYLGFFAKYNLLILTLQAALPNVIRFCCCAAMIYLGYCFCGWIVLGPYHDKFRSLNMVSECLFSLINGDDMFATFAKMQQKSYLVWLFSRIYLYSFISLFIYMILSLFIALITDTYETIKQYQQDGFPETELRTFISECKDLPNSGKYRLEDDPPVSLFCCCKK
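Test system – HEK293 line with stable expression of human TRPML3-YFP channel · Control set – carbachol 87 µM final as high control (100%), DMSO as low control (0%) · Signal – Fluo-8 calcium dye fluorescence, ex 470-495, em 515-575 nm · Incubation – 1-h 37 °C dye load, 5-s basal, 120-s post-compound reads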
zfTRPN1 agonist: zebrafish TRPN1 channel agonists, primary screen, cell-based, HEK293, calcium fluorescence; 220,000 compounds, 0.18% hits; AID 1424, 2008; transient receptor potential cation channel N1 (TRPN1/NompC), Danio rerio; HEK293 zebrafish TRPN1-YFP, Fluo-8 calcium fluorescence; 100% = response to 87 µM carbachol; activation, % at 3 µM;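 active means activation above its plate's cutoff, the mean activation of test wells on that plate plus 3 SD, cut at about 19% in these data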;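 further: 0% = DMSO alone and 100% = 87 µM carbachol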
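System: zebrafish TRPN1-YFP in HEK293 cells / Dosing: 3 µM single point / Timing: dye loading 1 h at 37 °C, then 30 min room temperature / Signal: Fluo-8 calcium fluorescence, excitation 470-495 nm, emission 515-575 nm / Read-out basis: percent activation from peak over basal fluorescence ratio, control-normalized / Control set: high carbachol 87 µM, low DMSO alone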
MDM2 E3 inh: MDM2-luciferase reporter signal enhancers, primary screen, MDM2 E3 ligase inhibitor project, cell-based, luminescence, 1536-well | signal enhancement, % at 5 µM | 210,000 compounds, 0.11% hits | cell-based MDM2 ubiquitination luciferase reporter, 2 h; 0 = plate control, 100 = twice control, blank-subtracted | E3 ubiquitin-protein ligase Mdm2 (Homo sapiens), Q00987 | AID 1230, 2008;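 active means signal enhancement of 30% or more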;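 further: luminescence tracks abundance of the self-degrading MDM2-luciferase fusion protein; higher signal means inhibition of MDM2 E3 ligase activity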
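Timing – 2 h compound exposure at 37 °C · Assay system – mammalian cells stably expressing self-ubiquitinating, self-degrading MDM2 E3–luciferase fusion · Amount – 2000 cells seeded into each well · Measure – % luminescence enhancement versus blank-corrected plate control mean · Measured by – SteadyLite luminescence, 15 min reagent step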
CHOP inhibitor: inhibitors of CHOP promoter induction, primary screen, cell-based, unfolded protein response, luciferase reporter | CHO-K1 CHOP-promoter luciferase, tunicamycin-induced, 15-18 h | inhibition, % at 10 µM | 220,000 compounds, 3.8% hits | AID 2732, 2010;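 active means compounds that reduced the stress-induced luciferase reporter signal by more than about 70% of percent inhibition, limit read from the data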;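 further: 0% = tunicamycin plus vehicle and 100% = wells without tunicamycin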
PPC-1+TRAIL kill: compounds killing PPC-1 cancer cells with TRAIL present, primary screen, TRAIL potentiator project, ATPLite luminescence, uHTS; PPC-1 cells + TRAIL, ATPLite viability luminescence; cell killing (% activity), % at 4 µM; 220,000 compounds, 0.41% hits; AID 1443, 2008;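 active means cell killing above 50% in the first pass at 4 µM, then a duplicate retest at 5 µM averaging 50% or more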;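 further: plate controls were cells with TRAIL plus DMSO for no effect and medium-only wells lacking cells for full effect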
Runt-SMMHC FRET: inhibitors of RUNX1 Runt–CBFb-SMMHC binding, primary screen, biochemical, FRET, Cerulean-Runt, Venus-CBFb-SMMHC, uHTS | inhibition, % at 20 µM | 220,000 compounds, 0.74% hits | Cerulean-Runt/Venus-CBFb-SMMHC FRET ratio 530/480, 1 h | Runt-related transcription factor 1 (Homo sapiens) + Core-binding factor subunit beta … | AID 1434, 2008;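 active means mean inhibition across duplicate retests at 20 µM reaching about 50%, limit read from the data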;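 further: 0% = DMSO wells and 100% = wells with excess untagged CBFb-SMMHC; inhibitors lower the FRET ratio by blocking Runt binding to CBFb-SMMHC; some results filed as inactive read as strong as hits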
EBV gp42 block: Epstein-Barr virus gp42 inhibitors, primary screen, biochemical, uHTS, fluorescence polarization; Glycoprotein 42 (Epstein-Barr virus (strain AG876)), Q1HVG2; 220,000 compounds, 0.42% hits; Fluorescence polarization binding assay, mP read-out; inhibition, % (tested at 21.74 µM); AID 1085, 2008; in the data active means inhibition above about 50%
NCF1 inh: p47phox/p22phox peptide binding inhibitors, primary screen, biochemical, uHTS, NADPH oxidase regulatory subunit; Neutrophil cytosol factor 1 (Homo sapiens), P14598; fluorescence polarization, 2 h; inhibition, % at 24.7 µM; 220,000 compounds, 0.53% hits;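 active means inhibition above about 30%, limit read from the data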;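 further: 0% = p47phox with labelled peptide and 100% = labelled peptide alone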
Target sequence (P14598 whole entry, looked up): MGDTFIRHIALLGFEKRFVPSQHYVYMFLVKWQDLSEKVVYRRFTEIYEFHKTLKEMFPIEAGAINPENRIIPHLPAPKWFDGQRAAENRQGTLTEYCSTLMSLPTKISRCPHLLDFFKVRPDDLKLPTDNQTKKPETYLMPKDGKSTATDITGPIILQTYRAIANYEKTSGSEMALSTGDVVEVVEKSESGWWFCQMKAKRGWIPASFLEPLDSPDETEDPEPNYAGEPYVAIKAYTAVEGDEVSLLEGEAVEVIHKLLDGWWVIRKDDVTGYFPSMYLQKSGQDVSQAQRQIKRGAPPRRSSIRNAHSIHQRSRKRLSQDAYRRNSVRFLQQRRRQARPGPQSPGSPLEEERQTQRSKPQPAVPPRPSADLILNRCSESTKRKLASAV
TNF necrop inh: inhibitors of TNF-alpha triggered necroptosis, primary screen, cell-based, Jurkat FADD-/-, single concentration | AID 463075, 2010 | activation (protection from cell death), % at 10 µM | 220,000 compounds, 0.068% hits | Jurkat FADD-/- TNF necroptosis rescue, ATP luminescence, 24 h; 0 = TNF only, 100 = no-TNF cells;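 active means activation, meaning protection from cell death, of at least 50% relative to plate controls; inactive means activation below 50%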;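 further: necroptosis triggered by 40 ng/mL TNF-alpha added together with compound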
Active calls of the source: *; x = not tested or not shown; & = joins results of further samples. Not all compounds are listed; the hit share may differ from the screen's.

SMILES | TRPML3 agonist | zfTRPN1 agonist | MDM2 E3 inh | CHOP inhibitor | PPC-1+TRAIL kill | Runt-SMMHC FRET | EBV gp42 block | NCF1 inh | TNF necrop inh
O=C(NCC(c1cccnc1)N1CCN(c2ccccc2F)CC1)Oc1ccccc1 (stereo unspecified) | 1.1 | 0.2 | -10 | 28 | 0 | -2 | -14 | -5 | -1.4
Cn1cccc1/C=C1\C(=O)NC(=O)N(Cc2ccco2)C1=O | 1.7 | 1.0 | -4 | -30 | 8 | 14 | 4 | -23 | -2.3
COc1cc(OC)cc(C(=O)Nc2ccc(Br)cc2C(=O)c2ccccc2)c1 | 0.2 | 0.1 | -12 | -1 | 16 | 2 | -1 | 1 | -1.0
CCc1ccc(-c2nn(Cc3ccccc3)cc2C=O)cc1 | -0.9 | -0.6 | -17 | 20 | 29 | -1 | 5 | -10 | 0.1
O=C1C2CCCN2C(c2cccs2)N1c1ccccn1 (stereo unspecified) | 0.7 | 0.2 | -18 | 23 | 21 | -7 | -12 | -5 | 0.4
CN1C(=O)C(=Cc2cccnc2)C(=O)N(C)C1=O | 0.3 | -0.2 | -9 | 6 | 16 | -2 | -3 | -56 | 1.4
O=C1NC(=O)C(CCc2ccccn2)(Cc2cccc(Cl)c2Cl)C(=O)N1c1ccc(Br)cc1 (stereo unspecified) | 1.1 | -0.1 | -4 | 47 | 2 | 7 | 12 | -11 | -0.5
CCOC(=O)COc1ccc2c(c1)c(C(C)=O)c(C)n2Cc1ccccc1 | 0.6 | -0.2 | -7 | 15 | 6 | -1 | -10 | -2 | 0.0
CC(ON1CC1(C(F)(F)F)C(F)(F)F)(C(N)=O)C(N)=O (stereo unspecified) | 0.6 | 0.1 | 4 | 9 | 3 | 0 | 1 | -7 | 0.2
COCc1cc(C2SCC(=O)Nc3c2c(=O)[nH]n3C(C)C)ccc1OC (stereo unspecified) | 0.3 | -0.2 | -3 | 5 | -17 | -1 | -6 | 7 | -0.6
O=C(C1CC(c2ccccc2O)=NO1)N1CCC2(CC1)OCCO2 (stereo unspecified) | 1.4 | 0.4 | -11 | -12 | -4 | 1 | -6 | 9 | 0.0
CCN1CCN(C(=O)Cc2c(C)n(C(=O)c3ccc(Cl)cc3)c3ccc(OC)cc23)CC1 | 0.4 | 0.0 | -12 | 15 | -23 | 0 | 3 | 3 | 2.6
CCN(CC)C(=O)c1ccc(NC(=O)COc2ccc([N+](=O)[O-])cc2Cl)cc1 | 0.6 | -1.6 | -5 | -9 | 19 | 0 | -15 | -2 | 2.0
CC(C)Sc1nnc(OC(=O)N(C)C)n1-c1ccccc1 | 0.0 | -1.3 | -11 | 3 | 11 | 1 | -7 | 18 | 1.7
CCN(CC)CCNC(=O)c1c(O)c2ccccc2n(Cc2ccccc2)c1=O | 1.1 | 1.2 | -4 | -20 | 6 | 0 | -5 | -2 | -0.3
COc1nc2ccccc2c(=O)n1-c1ccc(C)cc1 | 0.6 | 0.2 | -8 | 27 | 20 | 2 | 0 | 5 | 2.1
Cc1ccccc1-n1c(O)c(C=Nc2ccc3c(c2)OCO3)c(=O)[nH]c1=O | -0.1 | 0.8 | -15 | 1 | 0 | 6 | -13 | -11 | -2.2
CCN(CC)c1ccc(N=Cc2c(O)n(Cc3ccco3)c(=O)[nH]c2=O)cc1 | -0.5 | 0.2 | -11 | 5 | -15 | -237 | -34 | -21 | 0.8
O=C(c1ccco1)c1cn(Cc2ccccc2)c2ccccc12 | -0.7 | -1.8 | 1 | 13 | -4 | -2 | -9 | 0 | -1.1
O=C1NC(=O)N(CCC2=CCCCC2)C(=O)/C1=C\c1cccs1 | 0.8 | 0.6 | 17 | 94* | -1 | 10 | -5 | -42 | 0.9
COc1ccc(CCNCc2ccc(C)s2)cc1OC | 1.2 | 1.7 | -3 | 3 | 5 | -1 | -6 | 1 | 2.9
CN1CCN(C(=O)COc2ccc(N(C)S(=O)(=O)c3ccc(F)cc3)cc2)CC1 | 0.2 | 1.6 | -7 | 0 | 26 | 4 | -2 | -4 | -0.1
CCOC(=O)C1=C(N)Oc2cc(C)oc(=O)c2C12C(=O)N1c3c(cc(OC)cc32)C(C)=CC1(C)C (stereo unspecified) | -0.3 | 0.2 | -5 | 76* | 29 | -1 | -8 | -10 | -1.5
Cc1cccc(-n2c(O)c(/C=N/NC(=O)c3ccncc3)c(=O)[nH]c2=O)c1 | 0.3 | 2.0 | -15 | -8 | 10 | 3 | -7 | -3 | 2.8
Cc1cc(OC(=O)N(C)C)nc(SCc2c(Cl)cccc2Cl)n1 | -0.8 | -1.4 | -13 | -1 | -17 | -1 | -8 | -5 | -9.9

An excerpt from above, reduced to EBV gp42 block and CHOP inhibitor:
Compound,EBV gp42 block,CHOP inhibitor
CCOC(=O)COc1ccc2c(c1)c(C(C)=O)c(C)n2Cc1ccccc1,-10,15
CC(ON1CC1(C(F)(F)F)C(F)(F)F)(C(N)=O)C(N)=O (stereo unspecified),1,9

(cont.)
SMILES | TRPML3 agonist | zfTRPN1 agonist | MDM2 E3 inh | CHOP inhibitor | PPC-1+TRAIL kill | Runt-SMMHC FRET | EBV gp42 block | NCF1 inh | TNF necrop inh
CN1C(=O)C(=Cc2ccc(N3CCOCC3)o2)C(=O)N(C)C1=S | 1.7 | 3.5 | -22 | 3 | x | x | -242 | -226 | -3.6
CC1=CC(=O)C2=C(C)CC(O)C3C(C)C(=O)OC3C12 (stereo unspecified) | 0.9 | 1.5 | -61 | -21 | 2 | -4 | -25 | -9 | 0.2
CCOCCCNC(=O)C1c2cc(OC)c(OC)cc2C(=O)N2CCCCC12 (stereo unspecified) | -0.2 | 0.0 | 0 | -12 | 8 | 0 | -8 | -4 | 2.2
COc1cccc(OCC(=O)N2CCN(C)CC2)c1 | 0.9 | 0.1 | -7 | 33 | 12 | -9 | -5 | -7 | 2.0
CC1=CC(=C2C(=O)NC(=S)NC2=O)C=C(C(F)(F)F)N1C | 0.4 | -0.7 | -14 | 23 | -3 | 1 | 7 | -7 | -0.6
CCC(=NCc1ccco1)c1c(O)n(C2CCCCC2)c(=O)[nH]c1=O | -0.6 | -1.1 | -12 | 44 | 19 | 102* | -6 | -21 | -1.2
CN1CCN(C(=O)OC2c3nccnc3C(=O)N2c2ccc(Cl)cn2)CC1 (stereo unspecified) | 1.3 | 1.2 | x | 8&-36 | -12 | 0 | -7 | -9 | -0.1
O=C(Cc1ccccc1)N1CCN(C2CCCC2)CC1 | 1.0 | 0.5 | 4 | 6 | 36 | -4 | -17 | -2 | -1.4
CCC(=O)OC1(c2ccccc2)CCN(C)CC1C (stereo unspecified) | 0.8 | 1.5 | -6 | 21 | 25 | 1 | 3 | -6 | 2.1
C=C1C(=O)O[C@H]2[C@H]1[C@H](OC(=O)CC(=O)O[C@@H]1C[C@@H](C)[C@@H]3C=CC(=O)[C@@]3(C)[C@H]3OC(=O)C(=C)[C@H]13)C[C@@H](C)[C@H]1C=CC(=O)[C@]12C | x | x | -4 | -40 | 4 | 3 | -5 | -2 | 2.9
CCC(=O)c1cc(F)c(N2CCN(CC)CC2)cc1C | 0.6 | 1.0 | 8 | 1 | 4 | 3 | -18 | -13 | 0.1
FC(F)(F)C1=NC(C(F)(F)F)=NP(N2CCOCC2)(N2CCOCC2)=N1 | 0.7 | 0.5 | -16 | 4 | -5 | 1 | -4 | -5 | 2.3
COc1cccc(CN2CCCC(C(=O)c3ccccc3SC)C2)c1O (stereo unspecified) | -0.7 | 0.5 | -6 | 20 | -9 | 2 | -21 | -7 | 6.0
Cc1ccc(C(C)C)c(OCC#CCN2CCCC2)c1 | 0.1 | -1.6 | x | -21 | 5 | -3 | 1 | -8 | 0.8
Cc1cccc(N2C(=O)NC(=O)/C(=C/c3ccc(N4CCOCC4)cc3)C2=O)c1 | 1.1 | 0.2 | -7 | -11 | 1 | 1 | -6 | -26 | -0.7
CSc1ncc(Cl)c(C(=O)O)n1 (tested in a mixture with another compound) | 1.6 | -0.6 | -11 | -3 | 14 | -7 | -12 | -1 | 0.0
c1ccc2c(CN3CCCCCC3)c[nH]c2c1 | 0.1 | 0.8 | 11 | -23 | x | x | -14 | 4 | -3.6
COc1ccc(-c2nn(CCC#N)cc2C(=O)NCc2ccccc2)cc1 | 0.2 | 0.8 | x | 9 | -16 | 2 | -11 | -7 | -1.8
C/C(=N\Nc1ccccc1)c1c(O)n(-c2ccccc2)c(=O)[nH]c1=O | 0.6 | 0.0 | 3 | -6 | 5 | 2 | -9 | -13 | -0.7
O=C(CSC1c2ccccc2-c2ccccc21)N/N=C/c1ccccc1O | 0.3 | -0.7 | -9 | 100* | 11 | 4 | 9 | -12 | -10
CCOC(=O)C1(CCOc2ccccc2)CCN(Cc2ccc(C)s2)CC1 | 1.4 | 1.9 | -4 | 101* | -1 | -5 | -4 | -4 | 0.9
O=c1[nH]c(=S)n(C2CC2)c(O)c1/C=N/Nc1cccc2ccccc12 | 0.3 | 0.7 | -17 | 36 | -16 | -11 | -33 | -20 | -2.9
CCCC(C)C1C(C#N)=C(N)Oc2c1c(=O)oc1ccccc21 (stereo unspecified) | -0.6 | -0.3 | -93 | 76* | -4 | 0 | -17 | -23 | 1.0
CC(C)Cc1nnc(NC(=O)CCC(=O)N2CCN(CCOC(c3ccccc3)c3ccccc3)CC2)s1 | -0.5 | -2.4 | -9 | 50 | -4 | -9 | -9 | -5 | -0.7
CCC(C)n1c(O)c(/C=N/Nc2ccccc2)c(=O)[nH]c1=S (stereo unspecified) | 0.4 | -0.6 | -20 | 5 | 12 | -1 | -11 | -15 | -2.8
COc1cccc(N2CCN(Cc3ccc(Cl)cc3)CC2)c1 | -0.3 | -1.4 | 5 | 32 | 24 | 0 | -9 | -2 | 1.6
